Screening results as filed in PubChem BioAssay.
CendR NRP1 mod – modulators of CendR peptide binding to NRP-1, primary screen, biochemical, fluorescence polarization, uHTS; AID 602438, 2012; Neuropilin-1 (Homo sapiens), O14786; hit rate 0.85% among 360,000; inhibition, % at 25 µM; FAM-RPARPAR peptide binding to NRP-1;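 active = inhibition or corrected inhibition above about 18%, plus a signal ratio from 0.5 to 1.5, limit read from the data, passing the limit was not always enough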; note: strong numbers were not always called active
Target sequence (O14786 whole entry, looked up): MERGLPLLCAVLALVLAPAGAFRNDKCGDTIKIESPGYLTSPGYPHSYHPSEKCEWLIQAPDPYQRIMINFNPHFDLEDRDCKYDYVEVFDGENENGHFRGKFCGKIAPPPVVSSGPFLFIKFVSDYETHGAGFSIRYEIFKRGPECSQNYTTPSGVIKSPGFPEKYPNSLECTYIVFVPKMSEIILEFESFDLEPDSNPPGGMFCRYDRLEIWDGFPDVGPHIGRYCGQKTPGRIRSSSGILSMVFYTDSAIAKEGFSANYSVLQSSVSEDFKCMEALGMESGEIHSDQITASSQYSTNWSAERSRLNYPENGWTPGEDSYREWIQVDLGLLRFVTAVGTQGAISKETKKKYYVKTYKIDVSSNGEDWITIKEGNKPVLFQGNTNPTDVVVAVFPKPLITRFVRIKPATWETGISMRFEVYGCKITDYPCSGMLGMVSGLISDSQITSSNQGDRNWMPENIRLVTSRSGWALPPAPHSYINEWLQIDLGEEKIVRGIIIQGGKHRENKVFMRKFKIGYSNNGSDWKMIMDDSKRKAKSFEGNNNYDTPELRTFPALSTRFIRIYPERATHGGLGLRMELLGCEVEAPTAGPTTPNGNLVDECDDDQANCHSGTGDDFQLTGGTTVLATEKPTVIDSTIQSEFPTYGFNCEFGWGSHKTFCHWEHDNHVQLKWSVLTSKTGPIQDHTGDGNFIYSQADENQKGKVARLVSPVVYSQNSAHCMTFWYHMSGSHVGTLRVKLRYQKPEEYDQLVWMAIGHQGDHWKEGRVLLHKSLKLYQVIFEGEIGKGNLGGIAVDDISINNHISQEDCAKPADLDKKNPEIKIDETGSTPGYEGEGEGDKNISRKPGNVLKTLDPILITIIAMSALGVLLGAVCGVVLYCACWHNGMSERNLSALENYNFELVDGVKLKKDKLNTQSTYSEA
MsrA act – bovine MsrA enzyme activators, primary screen, biochemical, absorbance, HTS. Methionine sulfoxide reductase A (Bos taurus). purified bovine MsrA, absorbance read-out. activation, % at 10.6 µM. hit rate 0.3% among 360,000; in the data active = activation above about 7.5%;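 note: 0% = vehicle and 100% = reference activator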
FAS TE block – FAS thioesterase domain inhibitors, primary screen, biochemical, fluorescence intensity, uHTS. Fatty acid synthase (Homo sapiens), P49327. hit rate 0.67% among 360,000. inhibition, % at 15 µM. recombinant FAS-TE, OMFH fluorogenic substrate, fluorescence endpoint. AID 602261, 2012;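 active = compounds whose normalised, plate-corrected inhibition of enzyme fluorescence in the single-dose primary screen is 50% or more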;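 note: 0% = DMSO with enzyme and 100% = substrate without enzyme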
PABP1 MLLE inh – inhibitors of PABP1 MLLE–PAM2 peptide binding, primary screen, biochemical, fluorescence polarization, FITC-PAM2, GST-MLLE | Polyadenylate-binding protein 1 (Homo sapiens), P11940 | inhibition, % at 20 µM | hit rate 0.36% among 360,000 | AID 588489, 2011; in the data active = inhibition above about 35%, passing the limit was not always enough;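 note: plate controls were DMSO wells with GST-MLLE for no effect and wells lacking GST-MLLE protein for full effect; some results filed as inactive read as strong as hits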
TbMetRS inhib – T. brucei MetRS inhibitors, primary screen, biochemical, luminescence; methionyl-tRNA synthetase (Trypanosoma brucei brucei); purified T. brucei MetRS, ATP depletion, Kinase-Glo luminescence; inhibition, % at 11.9 µM; hit rate 0.4% among 360,000; AID 624268, 2012;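 active = inhibition above a per-plate cutoff of the control wells' mean inhibition plus 3 SD, cut at about 5.5% in these data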;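 note: 0% = DMSO wells median and 100% = median of wells with control inhibitor compound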
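Material: parasite MetRS enzyme / Replication: singlicate, one well per compound / Signal: luminescence of leftover ATP / Schedule: 2 h aminoacylation at 25 °C after 15 min preincubation / Medium: HEPES-MgCl2-KCl buffer plus DTT, spermine, BSA, pyrophosphatase / Doses: 11.9 µM single point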
MT1-MMP act inh – blockers of MT1-MMP proenzyme processing, primary screen, HT1080 RFP-PRO-GFP cells, GFP/RFP fluorescence. Matrix metalloproteinase-14 (Homo sapiens), P50281. GFP/RFP ratio fluorescence, overnight; percent of plate control window, DMSO zero. GFP/RFP ratio change, % at 20 µM. hit rate 0.061% among 360,000. AID 651647, 2012;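 active = GFP/RFP ratio change of at least 30% with cell ATP level not reduced by more than half and red fluorescence within 50% of control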; note: strong numbers were not always called active
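Assay system: HT1080 cells carrying an RFP-PRO-GFP reporter | Dosing: Single dose of 20 µM compound, 1% DMSO final | Incubation: Cells overnight before dosing, compound overnight, 37 °C, 5% CO2 | Evaluation: GFP/RFP fluorescence ratio | Control set: DMSO and RFP-L50D-GFP cell wells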
eLon inh – inhibitors of E. coli Lon protease, primary screen, biochemical, fluorescence polarization; purified E. coli Lon protease; P0A9M0; inhibition, % at 7.94 µM; hit rate 0.42% among 360,000; in the data active = inhibition above about 13%, passing the limit was not always enough;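 note: 0% = enzyme with probe and DMSO and 100% = no enzyme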
SKN-1 inh – suppressors of acrylamide-induced Pgst-4::GFP reporter in worms, primary screen, SKN-1 inhibitor project, whole organism, uHTS, GFP/RFP fluorescence ratio, strain VP596 | C. elegans VP596 Pgst-4::GFP/RFP ratio, 24 h | hit rate 0.49% among 360,000 | inhibition, % at 21.8 µM;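 active = interference check ratio from 0.5 to 1.5 plus GFP to RFP signal ratio inhibition reaching or exceeding a fixed threshold, cut at about 30% in these data, passing the limit was not always enough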; note: some compounds called inactive have numbers as strong as hits
MsrA inh – bovine MsrA enzyme inhibitors, primary screen, biochemical, absorbance, HTS; inhibition, % at 15.5 µM; purified bovine MsrA, absorbance read-out; AID 651718, 2012; hit rate 0.75% among 360,000; Methionine sulfoxide reductase A (Bos taurus); in the data active = inhibition above about 4.5%;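 note: 0% = vehicle wells with enzyme and 100% = reference inhibitor wells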
Starred values were filed as active, the others as inactive; & = joins results of further samples.

Results for CC(C)c1ccc(C(C(=O)NC2CCCCC2)N(C(=O)c2csnn2)C2CC2)cc1 (stereo not given) ?
CendR NRP1 mod: 6; MsrA act: -9; FAS TE block: 24; PABP1 MLLE inh: 16; TbMetRS inhib: -1.2; MT1-MMP act inh: -7; eLon inh: -2; SKN-1 inh: 5; MsrA inh: -0.3

What do the screens show for `COc1ccc(NC(=O)c2ccccc2NC(=O)COc2ccccc2)cc1`?
CendR NRP1 mod: -14; MsrA act: 5; FAS TE block: 3; PABP1 MLLE inh: -7; TbMetRS inhib: 0.1; MT1-MMP act inh: 0; eLon inh: 2; SKN-1 inh: -3; MsrA inh: -1.6

Results for CN1CCN(S(=O)(=O)c2ccc(N)cc2)CC1 ?
CendR NRP1 mod: 4; MsrA act: -1; FAS TE block: -2; PABP1 MLLE inh: 5; TbMetRS inhib: -0.4; MT1-MMP act inh: -1; eLon inh: 3; SKN-1 inh: 3; MsrA inh: -0.6

How did CCC(=O)n1nc(-c2cccnc2)nc1NCc1cccs1 do in these assays?
CendR NRP1 mod: -2; MsrA act: -3; FAS TE block: 0; PABP1 MLLE inh: -13; TbMetRS inhib: -0.4; MT1-MMP act inh: 1; eLon inh: 1; SKN-1 inh: -6; MsrA inh: -0.3

What do the screens show for `COc1cc(CN2CCCCC2)ccc1OCc1ccccc1`?
CendR NRP1 mod: -8; MsrA act: -4; FAS TE block: -2; PABP1 MLLE inh: -4; TbMetRS inhib: -0.1; MT1-MMP act inh: 0; eLon inh: -16; SKN-1 inh: 9; MsrA inh: 0.4

What do the screens show for `CCc1ccc(/C=C2\Oc3c(ccc(O)c3CN3CCN(CCO)CC3)C2=O)cc1`?
CendR NRP1 mod: -10; MsrA act: -2; FAS TE block: -6; PABP1 MLLE inh: -12; TbMetRS inhib: -0.1; MT1-MMP act inh: -6; eLon inh: -33; SKN-1 inh: 5; MsrA inh: -0.3

Results for Cc1ccc(S(=O)(=O)N2CCC(C(=O)NN3CCCCC3)CC2)cc1 ?
CendR NRP1 mod: -11; MsrA act: -5; FAS TE block: -10; PABP1 MLLE inh: 0; TbMetRS inhib: 0.3; MT1-MMP act inh: 4; eLon inh: 4; SKN-1 inh: -2; MsrA inh: -0.7

What do the screens show for `CCC1C(C#N)=C(SC)NC2=C1C(=O)CC(C)(C)C2` (stereo not given)?
CendR NRP1 mod: -17; MsrA act: -1; FAS TE block: 0; PABP1 MLLE inh: -7; TbMetRS inhib: 0.2; MT1-MMP act inh: 4; eLon inh: -5; SKN-1 inh: -16; MsrA inh: 0.5

Results for Oc1ccc(C=NNC(=S)Nc2ccc(F)cc2)c(O)c1 ?
CendR NRP1 mod: -10; MsrA act: -3; FAS TE block: 0; PABP1 MLLE inh: 28; TbMetRS inhib: 0.1; MT1-MMP act inh: 1; eLon inh: 0; SKN-1 inh: 2; MsrA inh: 4.1

Results for O=S1(=O)[C@H]2C[C@H](CO)O[C@@]2(CO)CN1Cc1ccc(-c2ccc(F)cc2)cc1 ?
CendR NRP1 mod: -1; MsrA act: -2; FAS TE block: 4; PABP1 MLLE inh: -2; TbMetRS inhib: -1.1; MT1-MMP act inh: -1; eLon inh: 9; SKN-1 inh: -4; MsrA inh: -0.6

Results for COc1cc(C2NC(=O)NC(O)(C(F)(F)F)C2C(=O)c2ccc(Cl)cc2)ccc1O (stereo not given) ?
CendR NRP1 mod: 7; MsrA act: -3; FAS TE block: -3; PABP1 MLLE inh: 8; TbMetRS inhib: -0.7; MT1-MMP act inh: 4; eLon inh: 3; SKN-1 inh: -26; MsrA inh: 1.4

What do the screens show for `O=C1c2cccc3cc([N+](=O)[O-])cc(c23)C(=O)N1CCN1CCCC1`?
CendR NRP1 mod: 30*; MsrA act: 3; FAS TE block: -8; PABP1 MLLE inh: 50*; TbMetRS inhib: 0.4; MT1-MMP act inh: -46; eLon inh: 87*; SKN-1 inh: 4; MsrA inh: 1.5

How did N#Cc1c(N2C(=O)Nc3ccccc3N2O)sc2c1CCCC2 do in these assays?
CendR NRP1 mod: -10; MsrA act: 2; FAS TE block: 0; PABP1 MLLE inh: 6; TbMetRS inhib: 0.6; MT1-MMP act inh: 3; eLon inh: -7; SKN-1 inh: -3; MsrA inh: 1.2

How did Cc1ccc(-c2nnn(CC(=O)N(Cc3cccs3)C(C(=O)NC(C)(C)C)c3ccco3)n2)o1 (stereo not given) do in these assays?
CendR NRP1 mod: -4; MsrA act: 2; FAS TE block: 13; PABP1 MLLE inh: 10; TbMetRS inhib: -0.1; MT1-MMP act inh: -7; eLon inh: -9; SKN-1 inh: 3; MsrA inh: -1.1

Results for CCN1CCN(C(c2cccs2)C(C)NS(=O)(=O)c2ccccc2)CC1 (stereo not given) ?
CendR NRP1 mod: -2; MsrA act: -7; FAS TE block: -11; PABP1 MLLE inh: 2; TbMetRS inhib: -0.7; MT1-MMP act inh: 0; eLon inh: -4; SKN-1 inh: -14; MsrA inh: -1.6

Reprinted from above for reference:
What do the screens show for `COc1ccc(NC(=O)c2ccccc2NC(=O)COc2ccccc2)cc1`?
CendR NRP1 mod: -14; MsrA act: 5; FAS TE block: 3; PABP1 MLLE inh: -7; TbMetRS inhib: 0.1; MT1-MMP act inh: 0; eLon inh: 2; SKN-1 inh: -3; MsrA inh: -1.6

Results for CN1CCN(S(=O)(=O)c2ccc(N)cc2)CC1 ?
CendR NRP1 mod: 4; MsrA act: -1; FAS TE block: -2; PABP1 MLLE inh: 5; TbMetRS inhib: -0.4; MT1-MMP act inh: -1; eLon inh: 3; SKN-1 inh: 3; MsrA inh: -0.6

The main list resumes, repeating the 2 entries before the break.
How did Cc1ccc(-c2nnn(CC(=O)N(Cc3cccs3)C(C(=O)NC(C)(C)C)c3ccco3)n2)o1 (stereo not given) do in these assays?
CendR NRP1 mod: -4; MsrA act: 2; FAS TE block: 13; PABP1 MLLE inh: 10; TbMetRS inhib: -0.1; MT1-MMP act inh: -7; eLon inh: -9; SKN-1 inh: 3; MsrA inh: -1.1

Results for CCN1CCN(C(c2cccs2)C(C)NS(=O)(=O)c2ccccc2)CC1 (stereo not given) ?
CendR NRP1 mod: -2; MsrA act: -7; FAS TE block: -11; PABP1 MLLE inh: 2; TbMetRS inhib: -0.7; MT1-MMP act inh: 0; eLon inh: -4; SKN-1 inh: -14; MsrA inh: -1.6

What do the screens show for `Cc1ccc(SCC(=O)Nc2ccc(N3CCN(C)CC3)c(F)c2)c(C)c1`?
CendR NRP1 mod: 0; MsrA act: -3; FAS TE block: -1; PABP1 MLLE inh: 7; TbMetRS inhib: 0.2; MT1-MMP act inh: -4; eLon inh: 5; SKN-1 inh: 3; MsrA inh: 0.4

What do the screens show for `C=CCNC(=O)c1onc(CSc2ccncc2)c1C(=O)NCC=C`?
CendR NRP1 mod: 20; MsrA act: -2; FAS TE block: -9; PABP1 MLLE inh: 4; TbMetRS inhib: -0.4; MT1-MMP act inh: -5; eLon inh: -3; SKN-1 inh: 4; MsrA inh: 0.4

How did N#Cc1c(SCC(N)=O)nsc1SCc1ccccc1Cl do in these assays?
CendR NRP1 mod: 10; MsrA act: -13; FAS TE block: 0; PABP1 MLLE inh: -13; TbMetRS inhib: -0.3; MT1-MMP act inh: 2; eLon inh: -3; SKN-1 inh: 7; MsrA inh: -1.5

What do the screens show for `O=C1C=C(c2cc(C(F)(F)F)cc(C(F)(F)F)c2)C[C@@H](c2ccc3c(c2)OCO3)C1`?
CendR NRP1 mod: 3; MsrA act: -3; FAS TE block: 26; PABP1 MLLE inh: 6; TbMetRS inhib: -0.4; MT1-MMP act inh: -1; eLon inh: -7; SKN-1 inh: 1; MsrA inh: 2.3

What do the screens show for `CCc1nc(NCc2ccc3c(c2)OCO3)c2oc3ccccc3c2n1`?
CendR NRP1 mod: 6; MsrA act: -5; FAS TE block: 23; PABP1 MLLE inh: -2; TbMetRS inhib: 0.3; MT1-MMP act inh: 1; eLon inh: 4; SKN-1 inh: -1; MsrA inh: 1.0

How did CCCCCC(=O)N1CCN(CCN=CC2=C(O)CC(c3ccc(OC)cc3)CC2=O)CC1 (stereo not given) do in these assays?
CendR NRP1 mod: -30&0; MsrA act: 0&3; FAS TE block: -6&-9; PABP1 MLLE inh: -3&0; TbMetRS inhib: -0.2&-0.1; MT1-MMP act inh: 3&-2; eLon inh: -5&-5; SKN-1 inh: 4&22; MsrA inh: -0.4&0.0

What do the screens show for `CCCCCCCC(=O)N1c2ccccc2NC(=O)C1CC(=O)Nc1ccc(C(=O)O)cc1` (stereo not given)?
CendR NRP1 mod: 9; MsrA act: 0; FAS TE block: -6; PABP1 MLLE inh: 4; TbMetRS inhib: 0.2; MT1-MMP act inh: 1; eLon inh: -3; SKN-1 inh: -2; MsrA inh: -0.1

How did COc1cccc(-c2nc3n(n2)C(c2cccs2)C(C(=O)Nc2cccnc2)=C(C)N3)c1 (stereo not given) do in these assays?
CendR NRP1 mod: -5; MsrA act: 0; FAS TE block: -4; PABP1 MLLE inh: -6; TbMetRS inhib: -0.4; MT1-MMP act inh: -3; eLon inh: -8; SKN-1 inh: 5; MsrA inh: 1.9

How did O=c1[nH]c(CN(CCc2ccccc2)S(=O)(=O)c2ccc(Cl)cc2)nc2ccccc12 do in these assays?
CendR NRP1 mod: -4; MsrA act: -8; FAS TE block: -1; PABP1 MLLE inh: 0; TbMetRS inhib: -1.6; MT1-MMP act inh: -1; eLon inh: -20; SKN-1 inh: -12; MsrA inh: -0.3

Results for CSc1cccc(NC(=O)C2CC(=O)N(c3ccc4c(c3)OCCO4)C2)c1 (stereo not given) ?
CendR NRP1 mod: 2; MsrA act: -9; FAS TE block: -1; PABP1 MLLE inh: -19; TbMetRS inhib: 0.0; MT1-MMP act inh: 0; eLon inh: 1; SKN-1 inh: 3; MsrA inh: 0.4

Results for CCOC(=O)Cc1nnc(NC(=O)CSc2ncc(-c3ccccc3)nn2)s1 ?
CendR NRP1 mod: -3; MsrA act: -4; FAS TE block: 0; PABP1 MLLE inh: 7; TbMetRS inhib: -0.5; MT1-MMP act inh: 1; eLon inh: 3; SKN-1 inh: -9; MsrA inh: 2.7

What do the screens show for `COc1ccc(Br)cc1C(=O)Nc1cccc(-c2nnc(-c3ccco3)o2)c1`?
CendR NRP1 mod: -8; MsrA act: -6; FAS TE block: 16; PABP1 MLLE inh: -17; TbMetRS inhib: -0.5; MT1-MMP act inh: -12; eLon inh: -4; SKN-1 inh: -7; MsrA inh: 1.0

Results for CCOC(=O)c1cc(C)nn1-c1nc(Cl)cc(OC)n1 ?
CendR NRP1 mod: -3; MsrA act: -1; FAS TE block: -7; PABP1 MLLE inh: 4; TbMetRS inhib: -0.8; MT1-MMP act inh: 1; eLon inh: -1; SKN-1 inh: 12; MsrA inh: -1.5
